# Bioassay records (PubChem BioAssay)
# HIV fusion peptide = inhibitors of HIV fusion peptide binding, primary screen, biochemical, uHTS, fluorescence dequenching (AID 1986); cell-free peptide binding, fluorescence dequenching, 30 min; higher % means a stronger effect; inhibition, % at 20 µM, or IC50 in µM where a hit was titrated; 290,000 compounds, 0.3% hits; in the data active = inhibition mostly above about 52%, no sharp cut-off; inactive = mostly below about 76%; note: some results filed as inactive read as strong as hits
# GPR55 antagonists = GPR55 antagonists blocking LPI-driven arrestin recruitment, primary screen, imaging, U2OS, beta-arrestin-GFP, LPI agonist (AID 2013) | G-protein coupled receptor 55 (Homo sapiens) | 290,000 compounds, 0.13% hits | U2OS GPR55 beta-arrestin-GFP translocation imaging, LPI antagonism; higher % means a stronger effect | inhibition, % at 10 µM; hits with a dose series show IC50 in µM;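 active = spots per cell inhibited over 60%, with over 100 cells counted and total cytoplasm intensity under 500,000; inconclusive = wells with under 100 cells, flagged as likely toxic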;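 note: U2OS cells stably carrying GPR55 and arrestin-GFP stimulated by 5 µM LPI near EC80; imaged beta-arrestin-GFP aggregate spots per cell after agonist stimulation; plate controls were LPI-stimulated DMSO wells for no effect and DMSO wells without LPI for full effect; some results filed as inactive read as strong as hits; confirmed hits need IC50 under 10 µM and bright autofluorescent wells are also inconclusive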
# K1F lysis inhibition = inhibition of K1F phage lysis, E. coli UTI89, bacterial capsule biogenesis inhibitors, alamar blue (AID 488966); E. coli UTI89 K1F phage lysis, alamar blue, 2 h; higher % means a stronger effect; inhibition, % at 100 µM; hits with a dose series show IC50 in µM; 340,000 compounds, 0.02% hits;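 active = phage lysis inhibition, versus mean bacterial control, above a set limit; inconclusive = no clear call, values can overlap the other calls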;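 note: capsule biogenesis inhibitors block K1F phage lysis so surviving cells raise fluorescence; higher fluorescence means more inhibition of phage lysis; actives were called in the ten point dose series up to 300 µM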
# NTR1 ag = agonists of NTR1, primary screen, imaging, U2OS cells, beta-arrestin-GFP, high content (AID 493036); Neurotensin receptor type 1 (Homo sapiens), P30989; NTR1-U2OS beta-arrestin-GFP spot imaging, agonist mode; activation, % at 20 µM; 330,000 compounds, 0.17% hits;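 active = activation at or above 40% of the spot to cytoplasm intensity ratio, with at least 20 cells analyzed; inconclusive = wells under 20 cells, flagged as cytotoxic or low count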;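 note: 0% = DMSO without peptide and 100% = 100 nM NTR1 peptide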
# Target sequence (P30989 whole entry, looked up): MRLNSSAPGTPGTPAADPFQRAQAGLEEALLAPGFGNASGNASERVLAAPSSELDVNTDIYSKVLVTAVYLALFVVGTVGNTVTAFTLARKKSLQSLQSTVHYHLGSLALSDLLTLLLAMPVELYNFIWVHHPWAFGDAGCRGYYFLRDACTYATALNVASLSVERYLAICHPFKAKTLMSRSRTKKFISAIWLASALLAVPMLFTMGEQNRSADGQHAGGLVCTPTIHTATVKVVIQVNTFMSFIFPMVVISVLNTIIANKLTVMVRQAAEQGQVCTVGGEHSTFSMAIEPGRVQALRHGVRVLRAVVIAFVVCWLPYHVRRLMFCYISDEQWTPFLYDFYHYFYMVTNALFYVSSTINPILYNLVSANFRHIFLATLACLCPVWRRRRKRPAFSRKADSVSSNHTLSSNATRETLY
# AID2073 = inhibitors of Mint1-CaV2.2 protein interaction, biochemical, HTRF (AID 2073) | Voltage-dependent N-type calcium channel subunit alpha-1B (Homo sapiens) | HTRF protein-protein interaction, Mint1-CaV2.2; higher % means a stronger effect | inhibition, % at 20 µM; hits with a dose series show IC50 in µM | 290,000 compounds, 0.19% hits; in the data active = inhibition mostly above about 51%, no sharp cut-off; inconclusive = no clear call, values can overlap the other calls; inactive = mostly below about 53%; note: some results filed as inactive read as strong as hits
# GPR55 activation = GPR55 agonists via beta-arrestin recruitment, primary screen, imaging, U2OS cells, beta-arrestin-GFP redistribution (AID 1961). one-dose activation, % at 10 µM; EC50 in µM for titrated hits. U2OS GPR55 beta-arrestin-GFP redistribution imaging; higher % means a stronger effect. 290,000 compounds, 0.048% hits;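 active = activation above 40% with more than 50 cells counted in the well; inconclusive = wells holding fewer than 50 cells, flagged as toxic or sparse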;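 note: U2OS osteosarcoma cells stably expressing GPR55 and beta-arrestin-GFP; plate controls were DMSO negative control for no effect and LPI positive control for full effect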
# Dengue-2 NS5 capping = Dengue-2 NS5 methyltransferase inhibitors, primary screen, biochemical, confirmation dose response (AID 588689). 340,000 compounds, 0.3% hits. Genome polyprotein (Dengue virus type 2 (strain 16681-PDK53)). inhibition, % at 25 µM, or IC50 in µM where a hit was titrated. Dengue-2 NS5 methyltransferase capping enzyme assay, biochemical; higher % means a stronger effect; in the data active = a potency from the dose series; inconclusive = inhibition above about 29% without an active follow-up result
# GPR35 arrestin U2OS = GPR35 antagonists blocking zaprinast-driven arrestin recruitment, primary screen, imaging, U2OS, beta-arrestin-GFP, zaprinast agonist (AID 2058) | 290,000 compounds, 0.052% hits | G-protein coupled receptor 35 (Homo sapiens) | U2OS GPR35 beta-arrestin-GFP translocation imaging, zaprinast antagonism; higher % means a stronger effect | one-dose inhibition, % at 10 µM; IC50 in µM for titrated hits;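 active = inhibition of at least 50% with at least 30 cells and total cytoplasm GFP at most 10,000,000; inconclusive = under 30 cells or total GFP of 10,000,000 plus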
# Siah-1 displacement = Siah-1 peptide-binding antagonists, primary screen, biochemical, fluorescence polarization, rhodamine-plectin, uHTS (AID 1817); Siah-1 / rhodamine-plectin peptide fluorescence polarization; higher % means a stronger effect; displacement, % at 20 µM; hits with a dose series show IC50 in µM; 290,000 compounds, 0.02% hits;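 active = displacement of at least 50% at 20 µM, with a fluorescence ratio check between 0.3 and a set limit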;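 note: plate controls were Siah plus tracer with DMSO for no effect and tracer alone without Siah for full effect; strong numbers were not always called active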
# NTR1 ag cell count 20 µM = second read-out of NTR1 ag, no call of its own (marks repeat the call); cell count; measured here: cell count, cytotoxicity flag
# An asterisk follows results filed as active; ? = inconclusive; / = no result given; [ ] = remark or other dose.
SMILES,HIV fusion peptide,GPR55 antagonists,K1F lysis inhibition,NTR1 ag,NTR1 ag cell count 20 µM,AID2073,GPR55 activation,Dengue-2 NS5 capping,GPR35 arrestin U2OS,Siah-1 displacement
CCOC(=O)C(=O)Nc1ccc(S(=O)(=O)N2CCOCC2)cc1OC,-1.6%,20%,-0.3%,-1.3,46,-4%,0.0%,-3%,6%,4%
CCc1cccc(NC(=O)CCc2nc(-c3cccs3)no2)c1,-0.6%,1%,-0.4%,2.0,74,14%,0.2%,-1%,-14%,2%
CNc1nc(SC)nc2ccccc12,-0.5%,1%,-0.3%,-1.3,23,1%,-0.1%,-2%,-2%,1%
CCN1CCN(CC(=O)N2CCCC(C(=O)c3ccc(Oc4ccccc4)cc3)C2)CC1 (stereo unspecified),-0.8%,4%,0.3%,-0.3,48,19%,-0.1%,-12%,8%,-3%
Cc1ccc(OCC(=O)N2CCOCC2)c([N+](=O)[O-])n1,0.4%,2%,0.1%,3.1,43,9%,-0.1%,-5%,-3%,0%
O=C1OC2(c3ccccc3)C3CCCC2C13,0.4%,-5%,0.2%,-1.0,99,1%,-0.1%,-8%,8%,2%
C/C(=N\NC(=O)c1ccc(NS(=O)(=O)c2cccs2)cc1)c1ccccc1,1.6%,-6%,2.1%,0.5,61,5%,-0.2%,-1%,-7%,7%
O=C1C2C3C=CC(CC3)C2C(=O)N1c1ccccc1F (stereo unspecified),1.1%,-11%,0.2%,-0.8,52,1%,-0.2%,0%,-12%,-3%
CC(C)c1ccc(S(=O)(=O)N2CCN(C(=O)CN3C(=O)NC4(CCCC4)C3=O)CC2)cc1,2.1%,12%,0.0%,0.6,70,25%,0.2%,1%,7%,0%
O=C(Nc1nc(=O)[nH]s1)c1ccccc1,0.6%,-4%,-1.9%,0.5,86,0%,0.0%,-1%,6%,0%
COc1ccc(N(CC(=O)Nc2cc(OC)ccc2OC)S(C)(=O)=O)cc1,-2.1%,2%,-0.2%,1.8,80,4%,0.1%,-11%,2%,-6%
CC1CN(/C=C/C(=O)C(F)(F)F)CC(C)O1 (stereo unspecified),-1.2%,12%,-2.3%,-0.3,60,0%,-0.3%,-3%,-22%,-6%
C=CCn1c(SCC)nc(O)cc1=O,1.6%,3%,-0.3%,-1.4,37,1%,-0.2%,-1%,-6%,1%
C/C=C(\C)CN1CCC(Oc2cccc(C(=O)NCc3ccccn3)c2)CC1,0.3%,1%,0.1%,-0.9,64,1%,0.3%,-5%,-1%,8%
Cc1ccc(N(CC(=O)NCCSCc2ccco2)S(=O)(=O)c2ccc(F)cc2)cc1,0.5%,5%,-2.1%,5.3,44,11%,-0.1%,-11%,1%,1%
O=C(NCc1ccc(Cl)cc1)C1CCN(S(=O)(=O)c2cccc3nonc23)CC1,-1.1%,-11%,0.0%,8.4,50,11%,-0.1%,3%,-5%,2%
Cc1ccc(NC(=O)C[n+]2cc(-c3ccccc3)n3c2CCC3)cc1,-2.3%,-4%,/,-1.0,56,2%,3.7%,/,1%,-1%
CCCc1nnc(SCC(=O)NC2CCCC2)n1CCOC,-1.6%,-2%,-0.8%,0.0,64,15%,-0.4%,1%,9%,-7%
CCN(c1ccc(NC(=O)COC(=O)c2ccc(C)c(S(=O)(=O)N3CCOCC3)c2)cc1)C(C)C,-1.6%,-4%,0.3%,2.0,75,-4%,0.0%,-6%,-12%,-3%
Cn1cccc1C(=O)NCC(c1ccc(F)cc1)N1CCOCC1 (stereo unspecified),0.9%,-1%,-0.7%[50 µM],1.1,68,-3%,-0.1%,-7%,6%,4%
Cc1ccc(-c2nn(CC(=O)NCc3ccco3)c(=O)c3ccccc23)cc1,0.5%,-2%,-0.1%,0.7,50,3%,-0.1%,-4%,7%,-1%
COc1cccc(NC(=O)CCNC(=O)c2ccccc2Cl)c1,-1.0%,1%,1.6%,0.3,63,-5%,0.1%,-13%,-6%,-10%
CCNC(=O)CSC1=N/C(=C\c2ccc(O)c(OCC)c2)C(=O)N1c1ccc(OC(F)F)cc1,1.7%,6%,1.5%[50 µM],4.6,54,25%,0.3%,-21%,4%,2%
COc1ccc(Cc2nnc(NC(=O)CS(=O)(=O)Cc3ccccc3)s2)cc1,5.5%,3%,1.1%[50 µM],-0.6,60,-4%,-0.1%,-5%,-10%,0%
O=C(NCc1cccnc1)c1ccccc1-c1nc(-c2ccccc2)no1,-0.5%,1%,0.3%,-1.8,85,-11%,-0.1%,0%,-20%,1%
O=C(Oc1oc(-c2ccco2)nc1C=Nc1ccccc1)c1ccco1,2.5%,3%,-0.8%[50 µM],0.2,40,-3%,-0.1%,12%,23%,3%
Cc1ccc(C(=O)N2CCCC(CCC(=O)N3CCN(c4ccccn4)CC3)C2)cc1 (stereo unspecified),-2.4%,3%,-0.2%,-0.8,48,11%,-0.2%,-1%,5%,-8%
c1ccc(-n2nnnc2NCCCN2CCOCC2)cc1,0.8%,-12%,0.4%,-1.3,40,-9%,0.3%,-6%,-1%,4%
COc1ccc(CCNc2nc(-c3ccco3)cc(C(F)(F)F)n2)cc1OC,3.3%,16%,-0.4%,1.7,75,2%,-0.1%,-5%,-13%,-2%
Nc1nonc1C(=O)NCCNC(=O)c1ccc(Cl)c(Cl)c1,-1.2%,9%,0.3%,-1.8,49,-2%,0.0%,2%,-3%,0%
CCOCCN1CCN(C(=O)CN2CCCC2=O)CC1,1.4%,5%,1.2%,0.8,43,3%,0.5%,4%,-17%,-2%
COc1ccc(CN2CCC(n3nccc3NC(=O)CCCc3ccccc3)CC2)cc1C,2.4%,17%,0.4%,0.6,74,6%,-0.1%,-1%,10%,3%
COc1cccc(NC(=O)N2CCCC2C(=O)NC2CCCCC2)c1 (stereo unspecified),1.4%,4%,0.2%,-1.3,42,-3%,?,-18%,-3%,8%
Cc1cc(C)c(OCCN(C)Cc2ccccc2)c(Br)c1,-2.2%,25%,0.5%,6.2,63,-9%,-0.1%,1%,3%,2%
O=C(NNC(=S)NC(=O)c1cccs1)c1cccnc1,1.8%,3%,-2.1%,-0.7,34,1%,-0.8%,-3%,9%,-3%
CCOc1ccc(-c2nnc(Nc3ccc(OC)c(C(=O)N4CCCCC4)c3)c3ccccc23)cc1,-2.5%,32%,0.2%,8.9,87,17%,0.5%,0%,-16%,9%
CCN(CC)C(=O)Cn1cnc2sc(C)c(S(=O)(=O)N3CCC(C)CC3)c2c1=O,-0.1%,-3%,0.0%,-0.1,43,7%,0.6%,-1%,1%,1%
O=C1CC(N2CCN(Cc3ccc4c(c3)OCO4)CC2)C(=O)N1c1cccc(Cl)c1 (stereo unspecified),0.3%,-13%,0.0%,-0.9,57,-10%,0.0%,-6%,-4%,2%
O=C(N=NC(=O)c1ccco1)c1ccc2c(O)n(N3C(=O)c4ccccc4C3=O)c(O)c2c1,3.9%,4%,3.1%,1.3,50,3%,-0.1%,-1%,-3%,1%
Cc1cccc(C)c1NC(=S)N(CCN1CCCCCC1)Cc1ccco1,0.0%,17%,0.2%,1.7,48,-3%,-0.3%,-1%,9%,7%
CC1(c2ccco2)NC(=O)NC1=O (stereo unspecified),-2.2%,-11%,0.2%,1.4,56,-9%,0.3%,-7%,5%,-6%
Cc1ncc(C(=O)O)c(C(=O)O)c1N,2.6%,-6%,0.4%,2.7,83,14%,0.0%,5%,11%,-1%
COc1cc2c(c(OC)c1OC)CCc1cnoc1-2,-0.6%,-10%,0.1%,-0.2,82,5%,-0.1%,-2%,12%,-5%
COc1ccc(C(=O)Nc2nc3ccccc3[nH]2)cc1,-2.9%,-2%,0.1%,-1.9,54,18%,-0.1%,-12%,-12%,0%
O=C(Nc1nc(-c2ccccc2)cs1)C1CCCCN1S(=O)(=O)c1ccc(Cl)cc1 (stereo unspecified),-0.2%,11%,0.8%,17,85,-6%,0.0%,-4%,1%,2%
COCC(C)NCc1cccc2ccccc12 (stereo unspecified),0.6%,10%,-0.5%,0.3,25,-3%,-0.1%,-13%,-10%,2%
Cc1nonc1N1CCN(Cc2cn[nH]c2-c2ccc(F)cc2F)CC1,-1.8%,13%,0.1%,-1.1,52,-2%,-0.1%,-2%,9%,1%
COCCNc1oc(/C=C/c2ccc(F)cc2)nc1S(=O)(=O)c1ccccc1,-1.4%,6%,0.3%,0.3,62,3%,-0.2%,-8%,15%,-1%
CCOc1ccccc1N(CC(=O)OC)S(C)(=O)=O,-1.5%,5%,4.0%,-0.4,45,-10%,-0.3%,-3%,16%,-1%
O=C(OCc1ccc(COC(=O)c2cccnc2Cl)cc1)c1cccnc1Cl,0.0%,-5%,-1.5%,2.6,36,7%,-0.7%,-1%,-3%,-1%
COc1ccc(N2CCN(C(=O)Cn3c(=O)c4cccn4c4cccnc43)CC2)cc1,5.3%,3%,-0.3%,-0.8,41,8%,-0.4%,-13%,0%,-7%
CCOC(=O)Cc1ccc(NC(=O)c2cccc([N+](=O)[O-])c2)cc1,-0.1%,4%,-0.2%,1.3,37,-2%,-0.1%,-9%,0%,-4%
O=C1NC(c2ccccc2)CCC1(Cl)Cl (stereo unspecified),0.2%,-6%,1.1%[50 µM],-1.3,75,2%,-0.1%,-1%,-2%,-5%
CN1CCCC(OC(=O)c2ccc3c(c2)OCCO3)C1 (stereo unspecified),0.4%,-5%,-0.1%,/,/,5%,0.6%,-1%,-14%,-2%
COc1ccc(S(=O)(=O)NCCC(C)C)cc1C,0.8%,-10%,3.0%,1.3,75,-16%,0.3%,-7%,0%,-3%
Cn1ccnc1SCC(=O)Nc1cc(S(=O)(=O)N2CCOCC2)ccc1Cl,1.5%,6%,-3.1%,2.2,69,19%,-0.3%,-2%,-16%,5%
